Assay outcomes deposited in PubChem BioAssay by The Scripps Research Institute Molecular Screening Center.
TDP2 absorb: TDP2 (human) inhibition, absorbance primary screen; O95551; recombinant TDP2, T5PNP hydrolysis, p-nitrophenol absorbance 415 nm; inhibition, % at 12.8 µM; actives 0.34% (n = 370,000);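 active = inhibition above the mean of all tested compounds plus 3 SD, set per campaign, cut at about 25% in these data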;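 note: 0% = DMSO with enzyme and 100% = buffer with substrate but no TDP2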
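Assay system: recombinant human TDP2 / Reagent: T5PNP substrate at 5 mM, a TopII-DNA adduct mimic / Measured by: epi absorbance from released p-nitrophenol / Evaluation: % inhibition relative to enzyme-containing and enzyme-free wells / Control set: enzyme-free and DMSO wells / Replicates: each compound tested once, singlicate / Schedule: enzyme reaction with compound for 2 h at 37 °C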
TCR-CD3 inh: inhibitors of human TCR-CD3 interaction; actives 0.37% (n = 360,000); AID 651800; inhibition, % at 9.4 µM; TAMRA-labeled TCR probe fluorescence, biochemical; in the data active = inhibition above about 19%;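 note: recombinant mutant TCR 2C K166C tagged with TAMRA read by polarization; 0% = receptor in buffer alone and 100% = receptor with positive control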
DDE Tn7 FP inh: disrupts Tn7 cyclic peptide binding to fibrin D-Dimer-E complex; P02675; FP displacement of FITC-Tn7 peptide from fibrin DD(E); 0% = median of compound wells per plate; actives 0.13% (n = 370,000); inhibition, % at 8.3 µM;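 active = inhibition above the mean of compounds falling within the control limits plus 3 SD of them, cut at about 14% in these data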;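 note: 0% = plate median of compound wells and 100% = 10 µM Aha-Tn7 peptide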
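assay system = human clot-derived fibrin DD(E) complex | quantity = Fibrin-DD(E) at 2 µM final | timing = 10 min preincubation, 3 h with tracer, room temperature | signal = fluorescence polarization | measure = percent inhibition | benchmarks = high control wells with 10 µM unlabelled Aha-Tn7 peptide (full inhibition) | replicates = singlicate testing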
SIAE inh: inhibitors of human sialic acid acetylesterase SIAE; Q9HAT2; SIAE FP-Rh probe binding, fluorescence polarization; inhibition, % at 9.66 µM; actives 0.69% (n = 370,000); AID 1053197;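 active = inhibition above a cutoff: mean of compounds within the control limits plus 3 SD of those, cut at about 17% in these data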;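 note: 0% = plate median of compound wells and 100% = probe without SIAE protein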
Target sequence (Q9HAT2 whole entry, looked up): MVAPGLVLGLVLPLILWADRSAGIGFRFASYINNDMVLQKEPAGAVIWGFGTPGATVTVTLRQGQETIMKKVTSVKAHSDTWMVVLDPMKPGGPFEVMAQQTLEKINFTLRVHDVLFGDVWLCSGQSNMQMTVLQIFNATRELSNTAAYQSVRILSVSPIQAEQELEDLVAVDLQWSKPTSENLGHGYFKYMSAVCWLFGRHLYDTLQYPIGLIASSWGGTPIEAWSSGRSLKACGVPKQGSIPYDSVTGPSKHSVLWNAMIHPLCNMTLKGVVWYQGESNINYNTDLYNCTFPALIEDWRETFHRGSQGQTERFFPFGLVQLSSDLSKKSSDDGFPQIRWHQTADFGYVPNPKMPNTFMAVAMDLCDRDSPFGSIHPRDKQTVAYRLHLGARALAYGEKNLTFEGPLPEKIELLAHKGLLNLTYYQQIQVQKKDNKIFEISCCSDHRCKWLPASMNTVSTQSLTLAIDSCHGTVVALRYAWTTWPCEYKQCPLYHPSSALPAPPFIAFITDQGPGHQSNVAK
PG9 binder: binds the HIV-1 gp120 antibody PG9; actives 0.43% (n = 360,000); TR-FRET gp120-PG9 antibody binding; AID 624416; inhibition, % at 6.7 µM; in the data active = inhibition above about 8.5%
PRMT1 inh: PRMT1 (human) inhibition, primary screen | Q99873 | recombinant PRMT1, activity-based probe fluorescence polarization | inhibition, % at 2.79 µM | actives 1.3% (n = 370,000) | AID 652257;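 active = inhibition above about 21% made by adding two undisclosed values, limit read from the data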
UHRF1 MBD2 ctr: blocks human UHRF1 binding to methylated DNA. actives 0.75% (n = 370,000). Q96T88. inhibition, % at 4.4 µM. UHRF1 binding to methylated oligo, TR-FRET; in the data active = inhibition above about 21%;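 note: UHRF1 SRA domain binding a hemimethylated CpG hairpin DNA probe; 0% = median of test compound wells and 100% = reference inhibitor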
mABHD4 FP: inhibits mouse alpha/beta hydrolase domain 4; inhibition, % at 8.92 µM; purified mABHD4, FP-Rh probe fluorescence polarization; actives 0.54% (n = 370,000); Q8VD66;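 active = inhibition exceeding the mean over every tested compound plus 3 SD, cut at about 30% in these data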;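 note: 0% = plate median of compound wells and 100% = S159A mutant with DMSO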
Target sequence (Q8VD66 whole entry, looked up, the tested form may be a part): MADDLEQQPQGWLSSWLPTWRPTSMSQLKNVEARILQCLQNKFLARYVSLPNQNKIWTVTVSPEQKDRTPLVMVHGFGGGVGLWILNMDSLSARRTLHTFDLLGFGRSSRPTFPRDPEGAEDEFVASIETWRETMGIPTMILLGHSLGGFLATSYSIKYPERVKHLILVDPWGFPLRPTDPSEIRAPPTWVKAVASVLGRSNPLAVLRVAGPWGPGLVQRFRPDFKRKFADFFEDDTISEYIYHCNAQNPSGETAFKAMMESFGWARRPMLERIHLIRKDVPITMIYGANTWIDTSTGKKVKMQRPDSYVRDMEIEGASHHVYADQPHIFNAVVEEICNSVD
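Assay system: mouse ABHD4 enzyme, wild type / Also added: fluorescent activity-based probe FP-Rh / Doses: single nominal dose of 8.92 µM, 0.89% DMSO final / Timing: 45 min compound pre-incubation plus 60 min probe step, 25 °C / Signal: FP readout, ex 525 nm / em 598 nm / Control set: S159A mutant/DMSO as 100%, compound-well median as 0%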
LEDGF integ inh: blocks HIV-1 LEDGF/p75-dependent DNA integration. TR-FRET IN-LEDGF/p75 DNA integration, Eu/Cy5. inhibition, % at 3.7 µM. actives 0.64% (n = 370,000). AID 743269;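 active = inhibition above the screen-wide mean plus 3 SD, cut at about 13% in these data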;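 note: signal is the Cy5 over europium emission ratio at 671 and 618 nm; 0% = plate median of compound wells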
HTRA1 inhibitor: HTRA1 (human) protease inhibition; inhibition, % at 5.96 µM; actives 0.5% (n = 340,000); recombinant HTRA1, FP-rhodamine activity-based probe, fluorescence polarization; AID 504803; in the data active = inhibition above about 36%;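 note: 0% = enzyme with DMSO and 100% = wells lacking enzyme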
* = called active by the depositor; x = no result given; & = joins results of further samples. A portion of the library, so the mix of outcomes need not match the whole.

SMILES	TDP2 absorb	TCR-CD3 inh	DDE Tn7 FP inh	SIAE inh	PG9 binder	PRMT1 inh	UHRF1 MBD2 ctr	mABHD4 FP	LEDGF integ inh	HTRA1 inhibitor
O=C(CCN1C(=O)COc2ccccc21)N1CCC2(CC1)OCCO2	7	3	3	7	-1.0	2	-1	-4	-4	5
C#CCN1C(=O)C2(C(C#N)=C(N)OC(C)=C2C(=O)OCc2ccccc2)c2ccccc21 (stereo unspecified)	-12	6	-4	-6	-1.3	-2	-1	-17	4	-8
CCCn1c(C)cc(C=O)c1C	7	5	0	0	-0.4	0	0	0	3	1
CN(C)C(=O)Oc1ccc2c(c1)O/C(=C\c1cccc(Cl)c1)C2=O	10	-5	1	1	-0.1	-2	0	14	-2	-9
COc1ccc(-n2c(/C=C/c3ccc4c(c3)OCO4)nc3ccccc3c2=O)cc1	-5	-7	4	-12	-0.7	4	18	-2	3	-8
CN1CCN(C(=O)O[C@H]2c3nccnc3C(=O)N2c2ccc(Cl)cn2)CC1	-1	-11	-4	-1	-0.6	-9	2	1	-3	8
O=c1[nH]c(O)c(C=Nc2ccccc2Sc2ccccc2)c(=O)[nH]1	7	-2	-5	4	-1.1	0	-4	-1	4	-3
CCOC(=O)C1CCN(/C=C2/C(=O)NC(=S)N(c3ccccc3F)C2=O)CC1	5	0	6	-6	-0.7	1	1	0	-2	5
CC(C)C(CN1CCC(C)(c2cccc(O)c2)[C@@H](C)C1)NC(=O)C1Cc2ccc(O)cc2CN1 (stereo partly specified)	2	1	0	1	0.0	-2	1	-2	1	x
CN(C)N=O	-8	1	2	2	0.7	-2	3	3	-2	5
O=C(Nc1ccc(F)cc1)OC1CN2CCC1CC2 (stereo unspecified)	12	8	3	9	-0.4	-5	-2	-4	2	4
Cc1ccc(CN2CCN(C)CC2)c(C)c1	1	1	-5	0	-0.9	1	0	2	2	5
C[C@]12CC[C@@H](O)CC1=CCC1C2CC[C@]2(C)C(=O)[C@H](F)CC12 (stereo partly specified)	-5	6	-7	-4	-1.3	-3	-1	-1	3	3
Cc1cc(NC(=O)CCl)nn1C	-26	-2	-7	2	1.5	-4	5	-2	2	6
CCOC(=O)c1nsnc1NCCCl	-4	1	5	6	0.8	5	0	4	1	-2
CN(C)c1ccc(/C=C/c2cc[n+](C)c3ccccc23)cc1	-2&5	-18&-21	-4&6	-43&-48	-129&-131	1&-1	18&8	-127&-106	-15&-17	-19&-23
O=c1cc(C2CCNCC2)[nH][nH]1	56*	-1	10	0	-0.6	16	13	6	19*	-3
NNC(=O)c1ccc(O)cc1	0	0	8	-1	-0.6	0	0	2	-3	-3
Cc1ccc(N=Cc2c(O)n(C)c(=O)n(C)c2=O)cc1	-3	-2	0	-1	-1.0	-3	-1	-4	5	0
CSCCC(c1nnnn1-c1c(C)cccc1C)N1CCC(n2c(=O)[nH]c3ccccc32)CC1 (stereo unspecified)	-3	1	-4	-2	0.3	-2	-3	-9	-3	x
C[C@H](NC(=O)OCc1ccccc1)[P+](=O)O	1	x	-1	7	x	0	-3	3	-1	x
CC1C(c2ccccc2)OCCN1C (stereo unspecified)	1	-2	-1	-3	-0.3	1	3	17	-1	5
O=[N+]([O-])c1ccc(N2CCCC2)cc1N/N=C1\CN2CCC1CC2	-5	-10	-1	1	-1.2	-1	-21	1	1	1
COC(=O)COc1ccc(/C=C2\C(=O)NC(=S)N(c3ccc(C)cc3)C2=O)cc1OC	-7	-6	-3	-2	-1.4	32*	2	5	-4	-3
COc1cccc(N=Nc2c(O)[nH]c(=S)[nH]c2=O)c1	-9	-3	-6	4	-10	-7	-13	2	-1	0
CN1[C@@H]2CC[C@H]1CC(OC1c3ccccc3CCc3ccccc31)C2 (stereo partly specified)	-4	-10	5	-2	-2.9	5	2	-4	-1	3
O=c1c2ccccc2[nH]c(=S)n1-c1ccc(Br)cc1	-10	8	-3	-3	4.4	-2	-10	7	2	2
O=C1NC(=O)N(Cc2ccccc2Cl)C(=O)/C1=C/c1cccs1	7	-52	-6	-45	0.2	8	-4	-94	3	-6
Cc1nc2ccc(Cl)cc2c(-c2ccccc2)c1C(=O)O	4	1	0	-3	1.2	-4	-2	0	0	-1
CCOc1ccccc1N1C(=O)NC(=O)C(CCc2ccncc2)(CCc2ccncc2)C1=O	3	6	-7	7	-2.4	-3	-2	2	0	3
CCCCCn1c(=O)c(C(=O)Nc2cccc(C)n2)c(O)c2ccccc21	-8	2	6	-12	-1.1	3	2	1	-1	5
Cc1ccc(-n2c(C)nc3ccccc3c2=O)c(C)c1	-4	-5	0	5	0.6	1	0	4	0	3
Nc1ccc(C2(c3ccc(N)cc3)CN3CCC2CC3)cc1	-1	-5	-1	-1	3.0	-1	9	1	-1	3
Cc1cc(=O)oc2cc(OCC(=O)N3CCN(Cc4ccccc4)CC3)ccc12	5	-1	-12	7	1.7	-4	0	1	-4	1
CC(C)N1CCOC(c2ccc(O)c(O)c2)C1 (stereo unspecified)	-7	-4	3	11	0.1	3	1	-2	-9	x
Cn1cc(C=C2C(=O)NC(=O)NC2=O)c2ccccc21	7	3	0	47*	-0.3	11	-5	5	0	3
O=C1CC(=O)N(c2ccccc2)C(=O)N1	13	5	6	0	0.5	1	-1	0	0	2
CN1Cc2cccnc2N(C)Cc2cc(Cl)ccc21	4	2	7	6	-0.1	-1	-1	4	-2	6
CCCCN1C(=O)NC(=O)C2(Cc3c(nc4ccccn4c3=O)N3CCc4ccccc4C32)C1=O (stereo unspecified)	-3	-3	-5	-3	-0.2	0	1	-4	0	-1
C/C(=N\Nc1cccc2ccccc12)c1c(O)n(Cc2ccccc2)c(=O)[nH]c1=O	10	-2	2	6	-3.1	9	-9	9	3	17
O=c1[nH]c(O)c(/C=C2/C=CC(c3cc(Cl)ccc3Cl)=N2)c(=O)[nH]1	-5	-5	1	-8	-0.2	3	5	-1	3	0
COc1ccc(C(CN(C)C)C2(O)CCCCC2)cc1 (stereo unspecified)	-1	4	-1	-7	-2.1	-5	-1	3	-1	1
CCOC(=O)C1(CCc2ccccc2)CCN(Cc2cccc3c2OCO3)CC1	2	-1	-1	0	-2.6	2	0	10	-4	-10
Cc1ccccc1C(=O)N1Cc2ccccc2-n2nncc2C1	-4	7	-5	3	1.6	-4	-2	0	1	3
COC(=O)C(O)(c1ccc(N(C)C(=O)c2ccc(Cl)c(Cl)c2)cc1)C(F)(F)F (stereo unspecified)	-2	-3	0	-1	-1.7	-2	-3	-13	3	-8
CC(C)C(NC(=O)C(C(C)C)N(C)C)C(=O)N(C)C(C(=O)N1CCCC1C(=O)N1CCCC1C(=O)NCc1ccccc1)C(C)C (stereo unspecified)	3	-1	-7	2	-0.9	-1	-2	22	1	5
CN1CC2CN(Cc3ccccc3)S(=O)(=O)C2C1 (stereo unspecified)	0	2	-4	1	-1.4	2	-1	-1	1	x
CCCCc1nc2ccccc2c(=O)n1-c1ccc(Cl)cc1[N+](=O)[O-]	10	3	0	-6	1.3	2	-3	6	-3	4
C=CCn1c(O)c(C=NCCN2CCOCC2)c(=O)[nH]c1=S	8	-6	2	-2	0.0	-2	-3	5	0	15
COc1ccc(C(=O)CC(c2ccc(OC)c(OC)c2)c2c(O)c3ccccc3oc2=O)cc1OC (stereo unspecified)	7	-1	1	4	1.5	4	4	0	0	4
Cc1cc(-c2ccc(N)c(C)c2)ccc1N	0	4	2	0	-1.7	-2	-1	4	-6	10
C=CCn1c(O)c(C(CC)=Nc2ccc(NC(C)=O)cc2)c(=O)[nH]c1=O	1	2	-4	4	-2.7	-3	-2	6	-2	-3
O=C1NCN(c2ccccc2)C12CCN(C(c1ccccc1)c1nnnn1Cc1ccccc1)CC2 (stereo unspecified)	0	-4	1	-3	-0.2	3	1	-1	-6	x
CC(=O)O/C(=C1\CC2C3CC=C4CC(OC(C)=O)CCC4(C)C3CCC2(C)C1=O)C(F)(F)F (stereo unspecified)	-2	3	1	-2	0.9	-2	2	-72	4	8
CC(=O)C1C(N2CC2)CC2C3CC=C4CC(O)CCC4(C)C3CCC21C (stereo unspecified)	-15	3	3	-2	0.2	-4	4	-4	2	-62
CCN(CC)C(=O)Cn1cc(/C=C2\C(=O)NC(=O)N(c3ccccc3F)C2=O)c2ccccc21	-2	0	5	-62	-1.5	-1	0	-10	18*	3
CCCCCn1c(=O)c(C(=O)NCc2ccncc2)c(O)c2ccccc21	-14	-4	0	-9	-1.1	0	1	-10	-1	-30
CCN1C[C@]2(COC)CC[C@H](OC)[C@@]34C5C[C@H]6C(=O)C5[C@](O)(C[C@H]6OC)[C@@](O)(C(OC)C23)[C@@H]14 (stereo partly specified)	5	0	1	6	-1.5	-1	-3	1	-5	5
OC(c1ccccc1)(c1ccccc1)C1CN2CCC1CC2 (stereo unspecified)	2	4	3	-3	1.7	-1	-4	-4	2	-2
O=S(=O)(NC1CN2CCC1CC2)c1ccc(Cl)cc1 (stereo unspecified)	21	5	-2	11	-1.5	-5	0	4	3	8
C=CCn1c(O)c(C(C)=Nc2cccc(C(=O)O)c2)c(=O)[nH]c1=O	0	5	-10	0	-1.1	3	7	7	2	7
CN(C)S(=O)(=O)c1cccc(C(=O)N2CCC(C(=O)O)(c3ccccc3)CC2)c1	6	-2	3	12	-0.7	-3	1	-2	3	5
COc1ccc(C(=O)N2CCOCC2)cc1S(=O)(=O)N1CCC(C)CC1	-1	-1	-2	4	1.3	4	4	2	2	2

Record cards, from the list above:
Entry for CCCCc1nc2ccccc2c(=O)n1-c1ccc(Cl)cc1[N+](=O)[O-] = TDP2 absorb = 10; TCR-CD3 inh = 3; DDE Tn7 FP inh = 0; SIAE inh = -6; PG9 binder = 1.3; PRMT1 inh = 2; UHRF1 MBD2 ctr = -3; mABHD4 FP = 6; LEDGF integ inh = -3; HTRA1 inhibitor = 4
Entry for COC(=O)C(O)(c1ccc(N(C)C(=O)c2ccc(Cl)c(Cl)c2)cc1)C(F)(F)F (stereo unspecified) = TDP2 absorb = -2; TCR-CD3 inh = -3; DDE Tn7 FP inh = 0; SIAE inh = -1; PG9 binder = -1.7; PRMT1 inh = -2; UHRF1 MBD2 ctr = -3; mABHD4 FP = -13; LEDGF integ inh = 3; HTRA1 inhibitor = -8
